PMI act satM6P = increases human PMI activity with near-saturating mannose 6-phosphate; P34949; coupled PMI enzyme assay, resazurin fluorescence, 20 min; active compounds read high; 1 = untreated enzyme, 0 = substrate-free blank; activation factor at 20 µM; 190,000 compounds, 0.34% hits; AID 1216;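 active means activation factor of 2 or more at 20 µM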
Target sequence (P34949 whole entry, looked up): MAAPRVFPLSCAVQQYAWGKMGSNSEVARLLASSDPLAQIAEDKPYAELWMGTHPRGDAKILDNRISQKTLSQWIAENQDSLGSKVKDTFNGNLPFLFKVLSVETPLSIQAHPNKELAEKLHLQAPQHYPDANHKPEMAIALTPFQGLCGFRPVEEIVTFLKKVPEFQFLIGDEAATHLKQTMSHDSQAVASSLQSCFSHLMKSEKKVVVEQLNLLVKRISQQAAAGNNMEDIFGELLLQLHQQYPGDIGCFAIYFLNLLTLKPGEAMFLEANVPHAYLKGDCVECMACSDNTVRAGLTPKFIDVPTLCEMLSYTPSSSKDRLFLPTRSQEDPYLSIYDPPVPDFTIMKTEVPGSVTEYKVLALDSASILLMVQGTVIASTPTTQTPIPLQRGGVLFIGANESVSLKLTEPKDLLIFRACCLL
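Test system – human PMI in coupled enzyme assay · Timing – 20 min incubation at room temperature · Detection – Diaphorase-driven resazurin-to-resorufin fluorescence, excitation 544, emission 590 nm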
ROMK mod = modulates human ROMK potassium channel activity; Tet-inducible ROMK, thallium flux fluorescence; actives lie on both sides; B-score at 10 µM; 130,000 compounds, 2% hits; AID 1918;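 active means signal ratio slope over the read window, or its plate-corrected B-score, at least 3 SD from the plate mean, either direction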;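 further: B-score of the F/F0 ratio slope over 7 to 12 s after thallium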
PPARg SRC-2 ag = promotes SRC-2 coactivator recruitment by human PPARgamma; P37231; PPARgamma LBD-SRC-2 recruitment, biochemical; activation, % at 8 µM; 200,000 compounds, 0.34% hits; AID 1032; in the data active means activation above about 22%;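 further: 0% = vehicle and 100% = reference agonist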
S1P3 antag = antagonists of human S1P3 receptor | Q99500 | CHO S1P3 NFAT-BLA reporter, FRET fluorescence, antagonist mode | inhibition, % at 4.98 µM | 170,000 compounds, 0.27% hits | AID 485;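 active means inhibition above the plate cutoff, the mean inhibition of test wells on that plate plus 3 SD, cut at about 28% in these data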;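 further: cells challenged with S1P at its EC80 of 0.8 µM; blue over green emission ratio from cleaved BLA substrate after 4 h stimulation; 0% = S1P-stimulated wells and 100% = unstimulated DMSO-only wells; some compounds past the cut are filed as inactive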
Target sequence (Q99500 whole entry, looked up): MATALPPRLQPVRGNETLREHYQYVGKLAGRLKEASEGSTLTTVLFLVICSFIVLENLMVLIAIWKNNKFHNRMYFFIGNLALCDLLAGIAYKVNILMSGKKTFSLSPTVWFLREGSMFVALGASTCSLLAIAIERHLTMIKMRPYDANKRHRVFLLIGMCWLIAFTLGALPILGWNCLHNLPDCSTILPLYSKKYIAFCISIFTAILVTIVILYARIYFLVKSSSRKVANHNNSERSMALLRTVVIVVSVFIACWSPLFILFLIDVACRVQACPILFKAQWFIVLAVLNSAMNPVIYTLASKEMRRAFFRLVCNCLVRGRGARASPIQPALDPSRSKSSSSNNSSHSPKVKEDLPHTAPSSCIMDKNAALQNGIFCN
PPARg SRC-1 ag = PPARgamma-driven SRC-1 recruitment agonism. PPARgamma-SRC-1 coactivator recruitment biochemical assay. activation, % at 8 µM. 200,000 compounds, 0.41% hits. AID 631; in the data active means activation above about 19%;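 further: 0% = DMSO and 100% = reference agonist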
SRC2 TRFRET art = flags TR-FRET format artefacts in PPARgamma SRC-2 recruitment agonist screen | TR-FRET ratio at 8 µM | TR-FRET artefact counter-screen; active compounds read high | 200,000 compounds, 0.4% hits; in the data active means TR-FRET ratio above about 2000; further: inactives centre near 1500
Diaphorase inh = diaphorase inhibition or chemical oxidation counter-screen; diaphorase resazurin-to-resorufin fluorescence, NADH, 16 min; bacterial (C. kluyveri) enzyme, not human; AID 1217; inhibition, % at 20 µM; 190,000 compounds, 0.69% hits;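 active means primary screen inhibition at 20 µM above a set limit, cut at about 50% in these data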;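 further: plate controls were DMSO with full reaction for no effect and wells lacking NADH for full effect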
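Benchmarks: positive control wells lacking NADH, neutral wells with DMSO only. System: bacterial diaphorase enzyme (C. kluyveri). Input: 0.14 U/mL diaphorase, enzyme working solution. Detection: resorufin fluorescence, excitation 544 nm, emission 590 nm. Times: 16-min room-temperature incubation before reading.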
PMI act = increases human mannose-6-phosphate isomerase activity. AID 1214. activation factor at 20 µM. P34949. purified human PMI, coupled resazurin fluorescence, 20 min; active compounds read high; 1 = vehicle control, 0 substrate-free wells. 190,000 compounds, 0.005% hits;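 active means activation factor of 2 or more at 20 µM, relative to plate controls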
G6PDH CS = L. mesenteroides G6PDH inhibition counter-screen; Purified L. mesenteroides G6PDH, diaphorase/resazurin coupled fluorescence, 45 min; AID 1020; 200,000 compounds, 0.12% hits; inhibition, % at 5 µM; in the data active means inhibition above about 50%
Diaphorase act = diaphorase activation or chemical reduction counter-screen; Diaphorase/resazurin coupled assay, resorufin fluorescence, 16 min; active compounds read high; 1 = vehicle wells, 0 = NADH-free wells; activation factor at 20 µM; 190,000 compounds, 0.005% hits; AID 1229;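 active means diaphorase activity raised at least twofold by the compound at 20 µM; inactive means activation factor below 2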
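Assay system: bacterial diaphorase enzyme (C. kluyveri) / Input: enzyme 0.07 U/mL final / Medium: 50 mM HEPES pH 7.4 with 4.542 mM MgCl2, 0.005% Tween 20 / Doses: single compound dose of 20 µM, 1% DMSO final / Incubation: 16 min enzyme reaction, ambient temperature / Signal: fluorescence, excitation 544 nm and emission 590 nm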
PPARg SRC-3 ag = PPARgamma-driven SRC-3 recruitment agonism; activation, % at 8 µM; biochemical PPARgamma/SRC-3 coactivator recruitment assay; P37231; 200,000 compounds, 0.26% hits; in the data active means activation above about 23%;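 further: 0% = DMSO and 100% = reference agonist; some compounds past the cut are filed as inactive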
Active calls of the source: *; nt = no result given.

SMILES | PMI act satM6P | ROMK mod | PPARg SRC-2 ag | S1P3 antag | PPARg SRC-1 ag | SRC2 TRFRET art | Diaphorase inh | PMI act | G6PDH CS | Diaphorase act | PPARg SRC-3 ag
CC(C)(c1ccccc1)c1ccc(OCCCNCCO)cc1 | 1 | 1.4 | -3 | nt | 0 | 1427 | 16 | 0.9 | 5 | 0.8 | -3
CN1C(=S)SC(N(O)C(=O)NC2CCCCC2)C1(C)C (stereo not given) | 0.9 | nt | 0 | 4 | 1 | 1783 | 10 | 0.9 | -8 | 0.9 | 2
COC(=O)c1ccc(C(=O)OC)c(NC(=S)N2CCN(c3ccc(F)cc3)CC2)c1 | 0.9 | -0.6 | 8 | 8 | 6 | 1672 | 12 | 0.9 | 1 | 0.9 | 2
COCCSc1ccccc1C(=O)Nc1ccccc1C(C)C | 0.9 | -0.065 | 18 | 3 | 9 | 1763 | 13 | 0.8 | 11 | 0.9 | 3
COc1cc(/C=N/NS(=O)(=O)c2ccc(C)c([N+](=O)[O-])c2)ccc1O | 1.2 | -0.15 | 7 | -7 | 5 | 1612 | 6 | 1.3 | 4 | 0.9 | 4
CCC(/C=N/NC(=O)C(=O)N/N=C/C(CC)CC)CC | 1 | -0.2 | 0 | -13 | 2 | 1404 | 4 | 1.1 | 6 | 1 | -4
CC(C)NC(=O)c1onc(CSc2cccc3ccccc23)c1C(=O)O | 0.9 | nt | 7 | nt | -2 | 1741 | 7 | 1 | 2 | 0.9 | 3
CCC(C)N(C(=O)COC(=O)c1cn(CC)c2nc(C)ccc2c1=O)C1CCS(=O)(=O)C1 (stereo not given) | 1 | nt | nt | -36 | nt | nt | -7 | 1 | 17 | 1.1 | nt
Cc1ccc(C(=O)NCc2ccco2)cc1S(=O)(=O)Nc1cccc(Cl)c1 | 1.1 | -1.1 | 10 | nt | 5 | 1711 | -1 | 1 | -2 | 1 | -6
COc1ccc(NS(=O)(=O)c2ccc(Cl)c(N)c2)cc1Br | 0.9 | -1.4 | 10 | 1 | -1 | 1474 | 13 | 0.9 | 5 | 0.9 | 3
CCOc1c(Cl)cc(/C=N/NC(N)=S)cc1OC | 0.9 | -0.29 | 8 | -8 | 12 | 1774 | 25 | 0.9 | 7 | 0.7 | 0
O=C1CN(c2nc3ccccc3n3cnnc23)CC(=O)N1CCc1ccccc1 | 0.9 | nt | -4 | -19 | 1 | 1377 | 32 | 0.8 | -54 | 0.7 | -1
O=C(CSc1ccccn1)N/N=C/c1ccccc1[N+](=O)[O-] | 1.1 | nt | 12 | 4 | 4 | 1499 | -5 | 1 | 12 | 1.1 | -6
c1ccc(CN2CCC(Nc3nc(-c4cccnc4)nc4ccccc34)CC2)cc1 | 1 | nt | 6 | -8 | -4 | 1518 | -3 | 0.9 | -7 | 1 | 1
CCOC(=O)N1CCN(S(=O)(=O)c2ccc(OC)c(Cl)c2)CC1 | 0.9 | nt | 8 | 5 | -3 | 1578 | 1 | 1 | 12 | 1 | -8
COc1cccc(NC(=O)c2ccc3c(c2)N(CC(=O)N2CCCCC2)C(=O)C(C)(C)O3)c1 | 1 | -0.65 | -1 | 5 | 9 | 1623 | 10 | 1 | 1 | 0.9 | 9
Cn1c(=O)c2c(nc(NCc3ccc4c(c3)OCO4)n2Cc2ccccc2F)n(C)c1=O | 0.8 | -2.2 | -5 | nt | -4 | 1652 | 36 | 0.8 | 5 | 0.6 | -4
CC(=O)N1CCN(c2ccc(NC(=O)c3ccc(N4CCCC4)c([N+](=O)[O-])c3)cc2Cl)CC1 | 0.9 | nt | 2 | nt | 2 | 1586 | 22 | 0.9 | -58 | 0.8 | 1
Cc1cc(OCC(=O)NCCN2CCOCC2)cc(C)c1Br | 1.1 | -1 | 7 | 18 | 7 | 1395 | 6 | 1.1 | -2 | 0.9 | 7
COc1cc(CNCc2ccccn2)ccc1OCc1cccc(Cl)c1 | 1.2 | nt | 4 | nt | -2 | 1535 | -26 | 1.2 | 3 | 1.3 | 5
COc1ccc(CN2CCOCC2)cc1OC | 1.1 | nt | 2 | nt | -1 | 1496 | 5 | 1 | 2 | 1 | 5
Cc1ccc(-n2c(=O)c3c(C)c(C)sc3n(Cc3cc(=O)n4ccccc4n3)c2=O)cc1C | 0.9 | -0.25 | 5 | 4 | 8 | 1642 | 17 | 0.9 | -5 | 0.8 | 10
C/C(=N/Nc1nc(-c2ccc(Cl)cc2)cs1)c1cccs1 | 1.6 | -0.15 | 8 | nt | 6 | 1514 | 18 | 1.3 | 0 | 0.8 | 2
COc1ccccc1N(C(C)=O)C1SC(=O)N(c2ccccc2)C1=O (stereo not given) | 1 | -0.14 | 12 | -29 | 4 | 1466 | 10 | 1.1 | 4 | 0.9 | 4
CCCCn1c(SCc2c(C)noc2C)nc2cc(S(N)(=O)=O)ccc21 | 1 | 0.19 | 3 | -12 | 7 | 1661 | 15 | 1 | 4 | 0.9 | 13

Full records, quoted from the list.
CCC(C)N(C(=O)COC(=O)c1cn(CC)c2nc(C)ccc2c1=O)C1CCS(=O)(=O)C1 (stereo not given) is listed with PMI act satM6P = 1; ROMK mod = nt; PPARg SRC-2 ag = nt; S1P3 antag = -36; PPARg SRC-1 ag = nt; SRC2 TRFRET art = nt; Diaphorase inh = -7; PMI act = 1; G6PDH CS = 17; Diaphorase act = 1.1; PPARg SRC-3 ag = nt
O=C(CSc1ccccn1)N/N=C/c1ccccc1[N+](=O)[O-] is listed with PMI act satM6P = 1.1; ROMK mod = nt; PPARg SRC-2 ag = 12; S1P3 antag = 4; PPARg SRC-1 ag = 4; SRC2 TRFRET art = 1499; Diaphorase inh = -5; PMI act = 1; G6PDH CS = 12; Diaphorase act = 1.1; PPARg SRC-3 ag = -6

6 compounds out of the list above, arranged by their value in PMI act satM6P, ascending.
canonical_smiles	PMI act satM6P
Cn1c(=O)c2c(nc(NCc3ccc4c(c3)OCO4)n2Cc2ccccc2F)n(C)c1=O	0.8
CN1C(=S)SC(N(O)C(=O)NC2CCCCC2)C1(C)C (stereo not given)	0.9
CC(C)(c1ccccc1)c1ccc(OCCCNCCO)cc1	1
O=C(CSc1ccccn1)N/N=C/c1ccccc1[N+](=O)[O-]	1.1
COc1cc(CNCc2ccccn2)ccc1OCc1cccc(Cl)c1	1.2
C/C(=N/Nc1nc(-c2ccc(Cl)cc2)cs1)c1cccs1	1.6

New compounds follow.
SMILES | PMI act satM6P | ROMK mod | PPARg SRC-2 ag | S1P3 antag | PPARg SRC-1 ag | SRC2 TRFRET art | Diaphorase inh | PMI act | G6PDH CS | Diaphorase act | PPARg SRC-3 ag
COc1ccc(NC(=O)CS(=O)(=O)c2cn(CC(=O)N3CCOCC3)c3ccccc23)cc1 | 0.9 | 0.053 | 0 | 2 | -1 | 1527 | 23 | 1 | -1 | 0.8 | 5
CCOc1ncccc1C(=O)OCC(=O)Nc1cc(C(=O)OC)ccc1C(=O)OC | 0.9 | nt | nt | nt | nt | nt | 10 | 0.9 | -7 | 0.9 | nt
COc1ccc(OC/C(O)=C(\C#N)c2nc3ccccc3[nH]2)cc1 | 1 | nt | 3 | nt | -4 | 1774 | 2 | 1 | -24 | 1 | 17
c1ccc(-c2nc(N3CCCCCC3)c3ccccc3n2)nc1 | 1 | -2.7* | 10 | 29 | 14 | 1700 | -22 | 1 | 12 | 1.2 | 7
N/C(=N\NC(=O)c1ccccc1Cl)c1cc2ccccc2oc1=O | 0.9 | -0.026 | -4 | -3 | 3 | 1542 | 5 | 1 | 8 | 1 | 0
COC(=O)c1ccccc1NC1c2ccccc2C(=O)N1c1cccnc1 (stereo not given) | 1 | nt | 4 | -23 | 9 | 1478 | 16 | 1 | -16 | 0.8 | 3
CSc1nsc(/C=C/Nc2ccc(C(=O)O)cc2)c1C#N | 0.9 | 0.13 | 16 | -5 | 18 | 2141* | 39 | 1 | 4 | 0.6 | 12
COc1ccc(C(C(N)=O)c2ncc(C(F)(F)F)cc2Cl)cc1OC (stereo not given) | 1 | 0.88 | 0 | -7 | 1 | 1463 | -2 | 1.1 | 4 | 1 | -1
c1ccc(-n2nnnc2-n2cnc3ccccc32)cc1 | 1 | nt | 13 | -15 | 1 | 1567 | 12 | 0.9 | -19 | 0.9 | 5
O=C(NCCc1csc(-c2cccnc2)n1)c1ccc(Cl)cc1 | 1.1 | nt | 5 | -10 | 11 | 1624 | 7 | 1 | 14 | 0.9 | 13
CC1CCCC(C)N1S(=O)(=O)c1ccc(NC(=O)c2ccccc2C(=O)N2CCOCC2)cc1 (stereo not given) | 0.9 | nt | -2 | 3 | 9 | 1430 | 19 | 0.9 | -1 | 0.8 | -13
CCNc1ccc(C(=O)OCC)cc1NC(=O)c1cccc(S(=O)(=O)N2CCOCC2)c1 | 0.9 | 0.77 | 7 | 9 | 5 | 1723 | 24 | 0.9 | 2 | 0.8 | 11
COc1cc(CNCCO)ccc1OCC(=O)Nc1ccc(Br)cc1 | 0.8 | nt | 0 | 4 | -3 | 1533 | 12 | 0.8 | -17 | 0.9 | 8
COc1cc(N2CCCC2)c(OC)cc1/C=C(/C#N)c1ccc(Br)cc1 | 0.9 | nt | 6 | nt | 2 | 1506 | 18 | 0.9 | 3 | 0.8 | 12
COc1nc(-c2ccccc2)nc(C)c1CC(=O)O | 0.9 | -0.074 | -2 | 7 | 3 | 1595 | 6 | 0.9 | 1 | 0.9 | 2

Quoted at random: 2 entries already listed, in no set order.
SMILES | PMI act satM6P | ROMK mod | PPARg SRC-2 ag | S1P3 antag | PPARg SRC-1 ag | SRC2 TRFRET art | Diaphorase inh | PMI act | G6PDH CS | Diaphorase act | PPARg SRC-3 ag
O=C(NCCc1csc(-c2cccnc2)n1)c1ccc(Cl)cc1 | 1.1 | nt | 5 | -10 | 11 | 1624 | 7 | 1 | 14 | 0.9 | 13
COc1ccc(C(C(N)=O)c2ncc(C(F)(F)F)cc2Cl)cc1OC (stereo not given) | 1 | 0.88 | 0 | -7 | 1 | 1463 | -2 | 1.1 | 4 | 1 | -1
